Screening results deposited in PubChem by several laboratories.
MRP1 act: activates MRP-1. H69AR cells + doxorubicin, viability rescue, CellTiter-Glo. viability increase, % at 10 µM. 140,000 tested, 0.61% active;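 active = viability gain under doxorubicin at or above a set limit, the compound median plus 3 SD, cut at about 4.7% in these data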;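 note: MRP-1 overexpressing cells given doxorubicin 25 µM after compound pretreatment; 18-22 h compound pretreatment then 72 h with doxorubicin before readout; 0% = doxorubicin-only wells and 100% = vehicle-treated cells without doxorubicin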
E-sel TNF inh: TNF alpha driven E-selectin expression inhibition; HUVEC TNFa-induced E-selectin immunofluorescence, high content; inhibition, % at 2 µM; 120,000 tested, 0.71% active;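 active = inhibition above the batch mean plus 3 SD, and confirmed as a hit on visual image review, cut at about 43% in these data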;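 note: 0% = TNF-stimulated DMSO wells and 100% = unstimulated control wells; not every result past the cut was called active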
Yeast growth inh: chemicals that inhibit yeast BB579 growth in restrictive medium (lifespan-shortening candidates); inhibition, % at 10 µM; 140,000 tested, 0.51% active; S. cerevisiae BB579 growth, OD615, 48 h; AID 804;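 active = inhibition above a set limit, 3 SD over the mean compound inhibition, cut at about 44% in these data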; note: inactives centre near -24
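Test system: DeaD yeast strain BB579 / Buffer or medium: restrictive glucose-based CSMM-D medium / Doses: single 10 µM dose / Schedule: 4 h cell preincubation, 48 h compound exposure, 30 °C humidified / Technique: culture absorbance at 615 nm / Controls: amphotericin B positive control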
HCT116 PTEN-null: PTEN-deleted cell growth suppression. HCT116 PTEN-null viability, CellTiter-Glo, 60 h; hits give low values. 140,000 tested, 1.2% active. AID 827. viability, % at 10 µM;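 active = viability at or below a set limit, 4 SD under the median of all tested compounds, cut at about 3.7% in these data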;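 note: PTEN knockout HCT116 line with beta catenin targeted HCT116 as companion control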
Measles CPE: protection of cells from measles virus | Measles virus-infected cells, CPE protection, absorbance | protection (pct of control), % at 4 µM | 140,000 tested, 1.5% active; in the data active = protection mostly above about 24%, no sharp cut-off; inactive = mostly below about 26%; note: some compounds called inactive have numbers as strong as hits
bCat KO growth: beta-catenin-lacking colon tumor cell growth suppression. AID 818. 140,000 tested, 1.5% active. HCT116 beta-catenin knockout viability, CellTiter-Glo, 60 h; hits give low values. viability, % at 10 µM;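 active = viability at or under a set limit, the compound median less 4 SD, cut at about 6% in these data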;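 note: 0% = Hyamine 1622 control at 20 µM and 100% = untreated cell control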
Yeast life ext: yeast lifespan extension; S. cerevisiae growth with nicotinamide, OD615; deaD strain in restrictive glucose medium; inhibition of the nicotinamide effect, % at 10 µM; 130,000 tested, 0.68% active; AID 775;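 active = inhibition above a set limit, placed 3 SD over the median of all compounds, cut at about 26% in these data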;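 note: 0% = nicotinamide-treated wells and 100% = cells grown without nicotinamide; some compounds called inactive have numbers as strong as hits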
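Measured by: optical density (absorbance) at 615 nm; System: modified budding yeast, DeaD strain; Medium: restrictive CSMM-D dextrose medium; Timing: 4 h preincubation then 48 h treatment at 30 °C.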
NPY Y2 blocker: NPY-Y2 (human) receptor antagonism. AID 793. 140,000 tested, 0.99% active. inhibition, % at 2.7 µM. NPY-Y2 expressing cells, antagonist mode. P49146; in the data active = inhibition above about 17%;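 note: 0% = vehicle with agonist challenge and 100% = reference antagonist with challenge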
Target sequence (P49146 whole entry, looked up): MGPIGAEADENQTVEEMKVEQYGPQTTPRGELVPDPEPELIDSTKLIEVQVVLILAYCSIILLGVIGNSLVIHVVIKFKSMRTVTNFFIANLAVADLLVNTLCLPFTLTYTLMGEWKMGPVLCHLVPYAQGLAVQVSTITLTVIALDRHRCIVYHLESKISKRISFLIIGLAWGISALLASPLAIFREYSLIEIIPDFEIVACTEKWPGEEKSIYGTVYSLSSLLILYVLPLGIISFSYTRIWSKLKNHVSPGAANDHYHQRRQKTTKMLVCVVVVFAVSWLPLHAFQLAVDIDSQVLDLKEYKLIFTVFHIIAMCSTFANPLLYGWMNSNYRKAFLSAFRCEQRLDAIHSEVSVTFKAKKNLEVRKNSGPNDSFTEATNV
GALR2 antag: GALR2 (human) receptor antagonism; O43603; GALR2-expressing cells, antagonist mode; inhibition, % at 4 µM; 140,000 tested, 0.39% active; AID 828; in the data active = inhibition above about 27%;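 note: cells stimulated with galanin 1-16 at roughly its EC80; 0% = agonist challenge control and 100% = basal control without agonist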
Target sequence (O43603 whole entry, looked up): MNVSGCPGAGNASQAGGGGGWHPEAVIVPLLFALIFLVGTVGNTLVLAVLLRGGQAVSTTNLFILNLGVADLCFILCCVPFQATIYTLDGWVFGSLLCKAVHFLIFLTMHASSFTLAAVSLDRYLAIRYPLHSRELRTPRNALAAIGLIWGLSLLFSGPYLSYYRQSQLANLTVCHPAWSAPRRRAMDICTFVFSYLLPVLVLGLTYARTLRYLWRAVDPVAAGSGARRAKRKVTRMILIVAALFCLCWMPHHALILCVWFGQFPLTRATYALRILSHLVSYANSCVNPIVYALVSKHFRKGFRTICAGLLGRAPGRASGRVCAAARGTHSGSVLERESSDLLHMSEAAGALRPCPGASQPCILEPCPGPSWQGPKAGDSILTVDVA
Phagocytosis inh: inhibitors of macrophage phagocytosis | inhibition, % at 5 µM | 110,000 tested, 0.07% active | AID 1029 | J774A.1 macrophage IgG-bead phagocytosis, imaging;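 active = inhibition above the mean of the plate negative controls plus 5 SD, cut at about 13% in these data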;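 note: phagocytic index as fraction of beads internalized from green versus red external bead signal; plate controls were DMSO negative control for no effect and cytochalasin-D positive control for full effect; some results beyond the cut were filed as inactive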
Active calls of the source: *; . = not tested or not shown. This is a subset (hit frequency here may not be typical).

SMILES	MRP1 act	E-sel TNF inh	Yeast growth inh	HCT116 PTEN-null	Measles CPE	bCat KO growth	Yeast life ext	NPY Y2 blocker	GALR2 antag	Phagocytosis inh
O=C1N=c2ccccc2=C/C1=C\c1c(O)[nH]c(=S)[nH]c1=O	-3.9	.	-18	83	7	87	-3	0	-11	.
CCOC(=O)c1c(C)n(Cc2ccccc2)c2ccc(OCC(O)CN3C(=O)CNC3=O)cc12 (stereo unspecified)	-1.3	-15	-29	92	27	92	-10	3	-10	-3
COP(=O)(OC)C(Nc1ccccn1)c1ccccc1 (stereo unspecified)	-1.4	.	-11	95	12	102	-3	0	5	-8
CCOC(=O)C1SC2(C(F)(F)F)CC1(O)c1c(C)cc(C)nc1O2 (stereo unspecified)	-3.0	1	-15	97	4	94	-1	-1	6	-2
CCOC(=O)N(c1ccccc1)P1(=S)OCCO1	-0.5	79*	-20	94	4	106	-9	2	3	.
CN1CCN(c2ccc(C(N)=O)cc2N)CC1	-0.2	5	-26	90	23	100	-4	4	-5	1
CC(=NC(C)c1ccccc1)c1c(O)[nH]c(=O)[nH]c1=O (stereo unspecified)	-2.2	-35	0	98	3	94	-14	3	2	-2
COc1ccc(N2C(=O)NC(=O)/C(=C/c3cccc(OC(=O)c4cccs4)c3)C2=O)cc1Cl	-1.1	28	-2	97	7	105	-8	2	-1	-3
Cc1ccc(-n2c(C)cc(/C=C3/C(=O)NC(=O)N(Cc4ccco4)C3=O)c2C)cc1	-3.4	16	-35	78	8	88	8	1	-2	-4
c1ccc2sc(NC3=NCCN3)nc2c1	-1.6	-9	-12	95	11	84	2	0	-7	1

4 compounds out of the list, sorted by length of the SMILES, smallest number first:
SMILES	MRP1 act	E-sel TNF inh	Yeast growth inh	HCT116 PTEN-null	Measles CPE	bCat KO growth	Yeast life ext	NPY Y2 blocker	GALR2 antag	Phagocytosis inh
CCOC(=O)N(c1ccccc1)P1(=S)OCCO1	-0.5	79*	-20	94	4	106	-9	2	3	.
CCOC(=O)C1SC2(C(F)(F)F)CC1(O)c1c(C)cc(C)nc1O2 (stereo unspecified)	-3.0	1	-15	97	4	94	-1	-1	6	-2
Cc1ccc(-n2c(C)cc(/C=C3/C(=O)NC(=O)N(Cc4ccco4)C3=O)c2C)cc1	-3.4	16	-35	78	8	88	8	1	-2	-4
COc1ccc(N2C(=O)NC(=O)/C(=C/c3cccc(OC(=O)c4cccs4)c3)C2=O)cc1Cl	-1.1	28	-2	97	7	105	-8	2	-1	-3

The main list resumes with the two entries that preceded the break.
SMILES	MRP1 act	E-sel TNF inh	Yeast growth inh	HCT116 PTEN-null	Measles CPE	bCat KO growth	Yeast life ext	NPY Y2 blocker	GALR2 antag	Phagocytosis inh
Cc1ccc(-n2c(C)cc(/C=C3/C(=O)NC(=O)N(Cc4ccco4)C3=O)c2C)cc1	-3.4	16	-35	78	8	88	8	1	-2	-4
c1ccc2sc(NC3=NCCN3)nc2c1	-1.6	-9	-12	95	11	84	2	0	-7	1
O=c1cc(C(F)(F)F)c2cc3c4c(c2o1)CCCN4CCC3	-1.8	-9	-41	85	14	83	-7	5	36*	2
CC1N(O)C2CCCCCC2N1O (stereo unspecified)	0.4	-38	-8	105	6	103	2	0	10	-2
CCCOP(=O)(O)c1c([N+](=O)[O-])cc(C(F)(F)F)cc1[N+](=O)[O-] (tested in a mixture with another compound)	1.0	9	-5	98	18	100	1	1	3	-2
OCC1(CO)COC(c2cccnc2)N1 (stereo unspecified)	-0.2	.	-31	107	5	104	4	-2	-3	-1
CC(C)c1ccc(O)c(CN2CCN(c3ccccc3)CC2)c1	0.0	-18	-41	79	25	75	-3	4	6	.
Cc1ccc2c(c1)CC1(CN2C)C(=O)NC(=O)N(c2cc(C)ccc2C)C1=O (stereo unspecified)	-1.2	14	-43	89	2	88	-10	3	3	0
COCCOC(=O)C1=C(N)Oc2c(c(=O)oc3ccccc23)C1c1ccncc1 (stereo unspecified)	-0.6	0	-11	108	9	112	-10	4	5	0
CC(C)COP(=O)(OCC(C)C)C(O)c1cccnc1 (stereo unspecified)	-0.1	.	-5	98	16	97	1	0	-6	-4
COc1ccc(C2(C#N)CCN(C)CC2)cc1	1.2	.	-5	100	8	90	1	1	7	-12
CC(=O)O[C@@H]1[C@H]2CC[C@@H]3[C@]1(C[C@@H](OC(C)=O)[C@@]1(O)C([C@@H]4O[C@@H]4C1(C)C)[C@]3(C)O)C[C@@]2(C)O (stereo partly specified)	1.3	-5	-37	102	7	96	5	0	-1	.
CCOC(=O)c1sc(N=Nc2c(O)[nH]c(=O)[nH]c2=O)c(C(=O)OCC)c1C	-1.4	.	-65	86	4	84	3	2	-20	-10
CN1CCC(n2nccc2N)CC1	-1.1	-4	-5	100	3	101	-4	-1	-12	-1
COc1ccccc1/C=N/N=C(/N)N[N+](=O)[O-]	1.8	27	-24	91	0	101	2	-2	-9	0
CCCCOP(=O)(CN1CCOCC1)OCCCC	-1.4	18	-20	91	7	84	-20	-3	1	.
CC(C)NS(=O)(=O)c1ccc(OCC(=O)N2CCN(C)CC2)cc1	1.1	-2	8	94	15	111	-8	0	-5	1
Cc1ccccc1C1=NCC(=O)N(CC(=O)N2CCCCC2)c2sc(C)c(C)c21	-0.9	-7	-32	104	18	93	0	1	0	-1
CCCCOc1ccc(CC2C(=O)N(C)C(=O)N(C)C2=O)cc1	-0.9	-4	-19	100	6	107	-7	0	1	0
CCOC(=O)C(NC(=O)CCl)(Nc1ccc(C(O)(C(=O)OCC)C(F)(F)F)cc1)C(F)(F)F (stereo unspecified)	-5.4	-15	-23	103	10	91	4	6	-5	.
Cc1nn(C)c(C)c1/C=C1/CC2C3CC=C4CC(O)CCC4(C)C3CCC2(C)C1=O (stereo unspecified)	-3.9	-15	0	98	5	94	.	47*	-7	.
Cc1ccc2c(c1)C(c1ccccc1)NCC(=O)N2 (stereo unspecified)	-2.7	8	-54	97	19	90	-7	2	0	-2
COc1cc(C2SCC(=O)Nc3c2c(C)nn3-c2ccccc2)cc(OC)c1OC (stereo unspecified)	-0.7	.	-9	92	22	93	-7	0	-8	.
CCOC(=O)c1c(NC(NC(=O)CF)C(Cl)(Cl)Cl)sc2c1CCCC2 (stereo unspecified)	3.0	-14	-20	70	18	77	-5	3	-4	.
CCNC(=O)NC(=O)C(C)OC(=O)c1c(C)nn(Cc2ccccc2)c1Cl (stereo unspecified)	-0.9	.	-39	90	7	82	3	2	0	-3
Cn1c(=O)c2c(nc(N/N=C/c3c(O)n(-c4ccccc4)c(=S)[nH]c3=O)n2C)n(C)c1=O	2.4	.	-7	94	7	87	-2	5	6	-5
CCOCCCNC(=O)C1c2cc(OC)c(OC)cc2C(=O)N2CCCCC12 (stereo unspecified)	-0.8	-26	-6	91	11	89	1	1	10	-9
CCOC(=O)C(O)(c1ccc(NC(=O)c2ccco2)c(OC)c1)C(F)(F)F (stereo unspecified)	0.0	11	-75	111	40*	102	-13	2	-5	3
Cc1nn(-c2ccccc2)c(Cl)c1C1C(C#N)=C(N)Oc2c1c(=O)oc1ccccc21 (stereo unspecified)	-3.4	.	-41	90	12	89	-2	4	0	1
Cc1nn(CCC#N)c2c1P(=S)(N1CCCC1)OC(c1ccc(F)cc1)=N2 (stereo unspecified)	-1.1	7	-26	83	8	79	5	0	9	-2
COc1ccccc1OCC(=O)Nc1ccc(Cl)cc1C(=O)c1ccccc1	-2.4	-9	-42	79	2	79	1	8	-3	0
CCOC(=O)c1c(N)n(CCCOC(=O)c2ccco2)c2nc3ccccc3nc12	-3.9	19	-22	88	9	91	-28	1	-1	-2
CC(C)CN(CC(C)C)c1ccc(C=C2C(=O)NC(=S)NC2=O)cc1[N+](=O)[O-]	-4.5	-9	-16	89	3	89	0	0	-3	.
C/C(=N\N1CCN(C)CC1)c1c(O)[nH]c(=O)[nH]c1=O	-1.6	.	-30	107	2	100	13	0	-9	-1
Cc1ccc(S(=O)(=O)NC(CC(=O)N2CCC3(CC2)OCCO3)c2ccco2)cc1 (stereo unspecified)	-3.9	-12	-34	87	7	91	-7	2	4	0
CCCc1nnc(NC(=O)CCC(=O)N2CCN(CCOC(c3ccccc3)c3ccccc3)CC2)s1	-1.9	.	0	41	.	44	1	0	-3	-8
O=c1c2ccccc2nc(-c2ccc(Cl)cc2Cl)n1-c1nccs1	-1.1	.	-7	92	19	86	17	-2	1	-8
COc1cc(C(c2c(O)c3ccccc3oc2=O)c2c(C)n(C)n(-c3ccccc3)c2=O)ccc1O (stereo unspecified)	0.2	.	-34	107	11	103	1	-1	7	.
CNC(=O)OCCc1nccn1C	-0.8	-21	1	96	10	89	0	2	8	-2
CCCCCP(=O)(O)c1ccccc1	1.8	9	9	109	6	108	-24	-3	-4	0
CCn1c(P(C)(=O)O)nc2ccccc21	-1.3	.	-25	102	8	89	1	3	8	-7
Cn1c(O)c(C(c2ccccn2)c2c(O)n(C)c(=S)n(C)c2=O)c(=O)n(C)c1=S	-0.9	-20	25	96	4	99	-5	-1	0	.

Another view of four compounds above:
SMILES: CNC(=O)OCCc1nccn1C
  MRP1 act: -0.8
  E-sel TNF inh: -21
  Yeast growth inh: 1
  HCT116 PTEN-null: 96
  Measles CPE: 10
  bCat KO growth: 89
  Yeast life ext: 0
  NPY Y2 blocker: 2
  GALR2 antag: 8
  Phagocytosis inh: -2
SMILES: CCCCCP(=O)(O)c1ccccc1
  MRP1 act: 1.8
  E-sel TNF inh: 9
  Yeast growth inh: 9
  HCT116 PTEN-null: 109
  Measles CPE: 6
  bCat KO growth: 108
  Yeast life ext: -24
  NPY Y2 blocker: -3
  GALR2 antag: -4
  Phagocytosis inh: 0
SMILES: CCn1c(P(C)(=O)O)nc2ccccc21
  MRP1 act: -1.3
  E-sel TNF inh: .
  Yeast growth inh: -25
  HCT116 PTEN-null: 102
  Measles CPE: 8
  bCat KO growth: 89
  Yeast life ext: 1
  NPY Y2 blocker: 3
  GALR2 antag: 8
  Phagocytosis inh: -7
SMILES: Cn1c(O)c(C(c2ccccn2)c2c(O)n(C)c(=S)n(C)c2=O)c(=O)n(C)c1=S
  MRP1 act: -0.9
  E-sel TNF inh: -20
  Yeast growth inh: 25
  HCT116 PTEN-null: 96
  Measles CPE: 4
  bCat KO growth: 99
  Yeast life ext: -5
  NPY Y2 blocker: -1
  GALR2 antag: 0
  Phagocytosis inh: .

Other records.
SMILES	MRP1 act	E-sel TNF inh	Yeast growth inh	HCT116 PTEN-null	Measles CPE	bCat KO growth	Yeast life ext	NPY Y2 blocker	GALR2 antag	Phagocytosis inh
CCOc1ccccc1NC(=O)N1CCC2(CC1)OCCO2	-1.8	-5	2	96	6	97	-8	0	6	-12
CC(Cc1ccccc1)NC(=O)NC(C)Cc1ccccc1 (stereo unspecified)	-1.4	9	-11	90	12	101	-1	2	-11	0
CC(=O)Nc1ccccc1C(=O)OCC(=O)c1cccc2ccccc12	-1.9	16	-41	64	26	58	-9	11	-3	0
COc1cccc(/C=C2\N=C(c3cncc(Br)c3)OC2=O)c1	-2.9	.	-31	104	9	99	11	2	3	19
CC(=NCCC1=CCCCC1)c1c(O)[nH]c(=O)[nH]c1=O	-0.2	6	-35	69	3	86	-4	1	10	-1
